Screening results from PubChem.
HRas wt GTP: human HRas wildtype GTP binding, change in either direction. hit rate 0.14% among 190,000. P01112. AID 759. GST-Ras wt beads, Bodipy-FL-GTP binding, flow cytometry; actives lie on both sides. GTP binding activity, % at 10 µM;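 active = GTP binding activity at least 20% away from the 100% baseline, either lowered as inhibitor or raised as activator; inconclusive = flagged as likely green fluorescent, judged across all proteins in the well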;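 note: 0% = unlabeled GTP competition control and 100% = no-compound control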
Target sequence (P01112 whole entry, looked up): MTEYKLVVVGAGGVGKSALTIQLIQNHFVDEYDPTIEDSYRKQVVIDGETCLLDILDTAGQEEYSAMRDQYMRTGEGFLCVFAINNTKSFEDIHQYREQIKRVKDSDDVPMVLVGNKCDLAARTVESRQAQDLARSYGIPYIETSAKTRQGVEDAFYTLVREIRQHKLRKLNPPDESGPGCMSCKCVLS
Mcl1-Noxa inh: Mcl-1/Noxa interaction inhibition. Q07820. TR-FRET Mcl-1/Noxa peptide binding, 2 h. inhibition, % at 21.7 µM. hit rate 1.5% among 220,000. AID 1022;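 active = compounds that cut the protein-peptide binding signal by more than 50% relative to plate controls in a single-dose test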;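 note: His-tagged Mcl-1 with rhodamine Noxa BH3 peptide and terbium anti-His antibody; 0% = Mcl-1 plus Noxa peptide wells and 100% = peptide-only wells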
Target sequence (Q07820 whole entry, looked up): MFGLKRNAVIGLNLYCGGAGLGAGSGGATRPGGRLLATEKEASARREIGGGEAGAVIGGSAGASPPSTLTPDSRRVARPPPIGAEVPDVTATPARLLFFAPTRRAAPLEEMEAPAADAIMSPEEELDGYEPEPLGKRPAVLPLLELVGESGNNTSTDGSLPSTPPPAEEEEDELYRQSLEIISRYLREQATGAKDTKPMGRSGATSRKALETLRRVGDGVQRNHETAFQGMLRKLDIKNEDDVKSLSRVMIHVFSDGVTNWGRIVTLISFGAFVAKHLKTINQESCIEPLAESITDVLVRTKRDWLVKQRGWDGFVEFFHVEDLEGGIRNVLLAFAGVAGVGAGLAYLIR
Rab7 wt GTP bind: alters GTP binding to wildtype dog Rab7; GST-Rab7 beads, fluorescent GTP binding, flow cytometry; actives lie on both sides; untreated = 100%, excess cold GTP = 0%; GTP binding activity (percent of control), % at 10 µM; hit rate 0.055% among 190,000; AID 758;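 active = fluorescent GTP binding to Rab7 beads changed by at least 20 points from the 100% baseline, either direction, mostly lower; inconclusive = compound itself probably fluorescent, or too few beads counted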;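 note: median green fluorescence of bound Bodipy-FL-GTP per Rab7 bead population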
Mcl-1 Bim block: human Bim-Mcl-1 interaction inhibition; hit rate 0.1% among 190,000; inhibition, % at 10 µM; AID 1009; Bead-based flow cytometry, Bim peptide-Mcl-1 binding; Q07820; in the data active = inhibition above about 40%;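 note: 0% = no compound tracer wells and 100% = peptide blocker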
Avidin fluor: avidin bead compound fluorescence profile. AID 1775. Avidin beads, compound fluorescence 488/530 nm, flow cytometry; stronger effect = higher value. fluorescence (KMESF) at 10 µM. hit rate 0.38% among 220,000; in the data active = fluorescence above about 47; note: inactives centre near 10
Rab2 wt GTP: changes GTP binding to wildtype dog Rab2A, up or down | GST-Rab2 wt beads, Bodipy-GTP binding, flow cytometry | P61105 | AID 760 | hit rate 0.19% among 190,000 | GTP binding activity, % at 10 µM;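 active = GTP binding activity at least 20 points away from 100%, either lowered or raised; inconclusive = signal likely due to the compound's own green fluorescence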;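 note: 0% = beads with excess unlabeled GTP and 100% = no-compound control corrected for plate trend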
Mcl1 Bid PPI: disrupts binding of human Mcl-1 to Bid peptide | Q07820 | TR-FRET Mcl-1/Bid-Dy647 peptide binding, 1536-well | inhibition, % at 21.7 µM | hit rate 0.97% among 220,000 | AID 1021;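 active = compounds that cut the binding signal by more than half at the single screening dose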;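 note: His-tagged Mcl-1 with europium anti-His antibody binding Bid BH3 peptide; 0% = Mcl-1 plus peptide wells and 100% = peptide-only wells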
Pf gamet viab: kills late stage P. falciparum gametocytes | inhibition, % at 10.9 µM | hit rate 0.065% among 150,000 | AID 743093 | P. falciparum stage V gametocytes, ATP luminescence, 24 h;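 active = inhibition above the mean plus 3 SD of compounds within the control limits, set per campaign, cut at about 38% in these data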;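 note: 0% = DMSO wells and 100% = medium only without gametocytes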
Rac1 wt GTP bind: alters GTP binding to wildtype human Rac1; P63000; GST-Rac1 beads, fluorescent GTP binding, flow cytometry; actives lie on both sides; 0 = cold GTP competed, 100 = untreated; GTP binding activity (% of control), % at 10 µM; hit rate 0.27% among 190,000; AID 757;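 active = GTP binding activity at least 20 points away from the 100% control level, either lower or higher; inconclusive = compound flagged as likely green fluorescent, judged across all proteins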
Cdc42 wt: human Cdc42 wildtype GTP binding change, either direction. P60953. GST-Cdc42 beads, Bodipy-GTP binding, flow cytometry; actives lie on both sides. percent activity (GTP binding), % at 10 µM. hit rate 0.2% among 190,000. AID 761;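 active = percent activity GTP binding at least 20 points away from the 100% baseline, either down as inhibitor or up as activator; inconclusive = compound flagged as likely green fluorescent from well-wide comparison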;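 note: median bead fluorescence of bound Bodipy-FL-GTP at 100 nM; 0% = excess unlabeled GTP control and 100% = no compound control; below 100% means less GTP binding so inhibitor and above means activator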
Target sequence (P60953 whole entry, looked up): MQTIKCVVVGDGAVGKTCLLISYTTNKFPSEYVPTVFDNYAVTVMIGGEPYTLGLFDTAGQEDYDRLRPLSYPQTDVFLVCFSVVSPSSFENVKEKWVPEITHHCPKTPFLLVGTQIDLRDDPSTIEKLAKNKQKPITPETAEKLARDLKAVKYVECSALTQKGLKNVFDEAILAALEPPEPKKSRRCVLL
Rac1 act GTP bind: human Rac1 activated mutant GTP binding change. hit rate 0.11% among 190,000. percent activity (GTP binding), % at 10 µM. AID 764. P63000. GST-Rac1 activated beads, fluorescent GTP binding, flow cytometry; actives lie on both sides; 100% means binding = to untreated wells;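 active = GTP binding at least 20 percentage points away from the 100% baseline, in either direction, so actives lie on both sides; inconclusive = Compound likely fluorescent itself, or too few beads counted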
* marks the source's active call; other numbers are inactive results; u = inconclusive; x = no result given.

Letter code – A = HRas wt GTP; B = Mcl1-Noxa inh; C = Rab7 wt GTP bind; D = Mcl-1 Bim block; E = Avidin fluor; F = Rab2 wt GTP; G = Mcl1 Bid PPI; H = Pf gamet viab; I = Rac1 wt GTP bind; J = Cdc42 wt; K = Rac1 act GTP bind
[1] C=CCC1(C)C(=O)N(c2ccccc2)c2ccccc21 (centres undefined)
  A: 100.0 | B: 12.2 | C: 102.0 | D: -1.0 | E: 1 | F: 102.0 | G: 1.3 | H: x | I: 102.0 | J: 102.0 | K: 101.0
[2] Cc1ccc(/C=N/NC(=O)c2ccc(Cn3cc([N+](=O)[O-])cn3)o2)cc1
  A: 99.0 | B: -5.7 | C: 100.0 | D: -3.0 | E: 5 | F: 101.0 | G: -6.9 | H: 1.8 | I: 99.0 | J: 99.0 | K: 99.0
[3] COc1ccc(S(=O)(=O)Cc2ccc(C(=O)NCCc3cc(OC)ccc3OC)o2)cc1
  A: 96.0 | B: 7.8 | C: 92.0 | D: -4.0 | E: 6 | F: 91.0 | G: 5.0 | H: 0.5 | I: 99.0 | J: 95.0 | K: 95.0
[4] CCOC(=O)c1c(-c2ccc(C)cc2)csc1NC(=S)NC(=O)c1ccccc1
  A: 101.0 | B: 10.7 | C: 99.0 | D: 0.0 | E: 4 | F: 100.0 | G: -53.1 | H: x | I: 100.0 | J: 100.0 | K: 96.0
[5] COC(=O)CCC(=O)c1oc2ccc(OC)cc2c1N
  A: 105.0 | B: -4.4 | C: 101.0 | D: 0.0 | E: 8 | F: 102.0 | G: -21.1 | H: x | I: 111.0 | J: 102.0 | K: 100.0
[6] CN(C)c1nnnn1Cc1ccccc1
  A: 96.0 | B: 14.3 | C: 98.0 | D: 0.0 | E: 15 | F: 99.0 | G: -7.0 | H: 17.1 | I: 99.0 | J: 99.0 | K: 95.0
[7] Cc1nc2sc(C(c3ccc(Cl)cc3)N3CCN(c4ccccc4F)CC3)c(O)n2n1 (centres undefined)
  A: 99.0 | B: 13.0 | C: 95.0 | D: -14.0 | E: 11 | F: 98.0 | G: -2.6 | H: x | I: 99.0 | J: 97.0 | K: 99.0
[8] Cn1c(Cn2nnc3ccccc32)nnc1SCC(=O)c1ccccc1F
  A: 100.0 | B: 7.6 | C: 98.0 | D: -5.0 | E: 5 | F: 100.0 | G: -0.8 | H: x | I: 102.0 | J: 100.0 | K: 98.0
[9] CCNC(=S)Nc1ccc(Cl)cc1Cl
  A: 103.0 | B: -8.7 | C: 97.0 | D: -3.0 | E: 2 | F: 102.0 | G: -15.6 | H: 0.3 | I: 103.0 | J: 99.0 | K: 101.0
[10] O=C(COc1ccccc1)NCc1nnc2c3ccccc3c(-c3ccccc3)nn12
  A: 98.0 | B: -12.1 | C: 96.0 | D: 2.0 | E: 18 | F: 98.0 | G: -39.0 | H: x | I: 97.0 | J: 101.0 | K: 97.0
[11] C1CCc2c(nc3nnnn3c2N2CCOCC2)C1
  A: 103.0 | B: -9.7 | C: 100.0 | D: 0.0 | E: 12 | F: 103.0 | G: 0.7 | H: x | I: 107.0 | J: 103.0 | K: 103.0
[12] Cc1cc(C)c(C)c(Oc2ncnc(N)c2[N+](=O)[O-])c1
  A: 104.0 | B: -70.5 | C: 99.0 | D: -4.0 | E: 2 | F: 105.0 | G: -0.7 | H: x | I: 106.0 | J: 100.0 | K: 101.0
[13] O=C(COc1ccc2ccccc2c1)N1CCN(c2ccccc2O)CC1
  A: 99.0 | B: 14.3 | C: 98.0 | D: 0.0 | E: 35 | F: 99.0 | G: -10.0 | H: 10.2 | I: 97.0 | J: 99.0 | K: 97.0
[14] COc1ccc(Nc2nc(-c3cccs3)nc3ccccc23)cc1
  A: 98.0 | B: 11.1 | C: 98.0 | D: -5.0 | E: 2 | F: 98.0 | G: -1.6 | H: -7.2 | I: 101.0 | J: 99.0 | K: 99.0
[15] CC(=O)N1CCN(CC(=O)Nc2cc(S(=O)(=O)N3CCOCC3)ccc2C)CC1
  A: 101.0 | B: 2.1 | C: 101.0 | D: -1.0 | E: 11 | F: 101.0 | G: -20.0 | H: x | I: 101.0 | J: 96.0 | K: 96.0
[16] O=c1c2ccccc2c(C=NCCCN2CCOCC2)c(O)n1Cc1ccc2c(c1)OCO2
  A: 100.0 | B: 17.1 | C: 105.0 | D: 0.0 | E: 8 | F: 100.0 | G: -27.9 | H: -3.4 | I: 96.0 | J: 103.0 | K: 101.0
[17] O=C(N=Nc1c(O)[nH]c2ccc([N+](=O)[O-])cc12)c1cc(-c2ccccc2Cl)nc2ccccc12
  A: 96.0 | B: 76.6* | C: 96.0 | D: -4.0 | E: 11 | F: 96.0 | G: 96.0* | H: x | I: 100.0 | J: 102.0 | K: 99.0
[18] c1ccc(-n2ncc3c(N4CCC5(CC4)OCCO5)ncnc32)cc1
  A: 100.0 | B: 11.3 | C: 101.0 | D: 2.0 | E: 37 | F: 101.0 | G: 4.1 | H: -16.7 | I: 104.0 | J: 101.0 | K: 99.0
[19] O=C(CN1C(=O)c2ccccc2S1(=O)=O)Nc1cccnc1
  A: u | B: 10.8 | C: u | D: 2.0 | E: 4 | F: u | G: 9.9 | H: 8.2 | I: u | J: u | K: u
[20] CC(C)CC(=O)NC(=S)NNC(=O)c1cccc([N+](=O)[O-])c1
  A: 95.0 | B: -33.3 | C: 98.0 | D: 2.0 | E: 21 | F: 93.0 | G: -73.3 | H: x | I: 94.0 | J: 91.0 | K: 93.0
[21] Fc1cccc(CN2CCN(C(=S)NCCc3ccccc3)CC2)c1
  A: 95.0 | B: 1.3 | C: 104.0 | D: 8.0 | E: 10 | F: 97.0 | G: -48.1 | H: -1.6 | I: 98.0 | J: 94.0 | K: 95.0
[22] Cc1nn(Cc2ccccc2)c(Cl)c1/C=N/NC(=O)c1cccnc1
  A: 100.0 | B: 5.6 | C: 96.0 | D: -4.0 | E: 13 | F: 98.0 | G: -8.3 | H: 4.2 | I: 105.0 | J: 105.0 | K: 103.0
[23] CCOCCCn1c(=S)[nH]c2ncccc2c1=O
  A: 100.0 | B: 12.3 | C: 102.0 | D: -1.0 | E: 10 | F: 102.0 | G: -29.4 | H: -23.0 | I: 100.0 | J: 100.0 | K: 97.0

Some of the entries so far, tab-delimited.
no.	canonical_smiles	HRas wt GTP	Mcl1-Noxa inh	Rab7 wt GTP bind	Mcl-1 Bim block	Avidin fluor	Rab2 wt GTP	Mcl1 Bid PPI	Pf gamet viab	Rac1 wt GTP bind	Cdc42 wt	Rac1 act GTP bind
15	CC(=O)N1CCN(CC(=O)Nc2cc(S(=O)(=O)N3CCOCC3)ccc2C)CC1	101.0	2.1	101.0	-1.0	11	101.0	-20.0	x	101.0	96.0	96.0
16	O=c1c2ccccc2c(C=NCCCN2CCOCC2)c(O)n1Cc1ccc2c(c1)OCO2	100.0	17.1	105.0	0.0	8	100.0	-27.9	-3.4	96.0	103.0	101.0
17	O=C(N=Nc1c(O)[nH]c2ccc([N+](=O)[O-])cc12)c1cc(-c2ccccc2Cl)nc2ccccc12	96.0	76.6*	96.0	-4.0	11	96.0	96.0*	x	100.0	102.0	99.0
18	c1ccc(-n2ncc3c(N4CCC5(CC4)OCCO5)ncnc32)cc1	100.0	11.3	101.0	2.0	37	101.0	4.1	-16.7	104.0	101.0	99.0
19	O=C(CN1C(=O)c2ccccc2S1(=O)=O)Nc1cccnc1	u	10.8	u	2.0	4	u	9.9	8.2	u	u	u
20	CC(C)CC(=O)NC(=S)NNC(=O)c1cccc([N+](=O)[O-])c1	95.0	-33.3	98.0	2.0	21	93.0	-73.3	x	94.0	91.0	93.0
21	Fc1cccc(CN2CCN(C(=S)NCCc3ccccc3)CC2)c1	95.0	1.3	104.0	8.0	10	97.0	-48.1	-1.6	98.0	94.0	95.0
22	Cc1nn(Cc2ccccc2)c(Cl)c1/C=N/NC(=O)c1cccnc1	100.0	5.6	96.0	-4.0	13	98.0	-8.3	4.2	105.0	105.0	103.0
23	CCOCCCn1c(=S)[nH]c2ncccc2c1=O	100.0	12.3	102.0	-1.0	10	102.0	-29.4	-23.0	100.0	100.0	97.0
